Screens deposited in PubChem by National Center for Advancing Translational Sciences (NCATS).
KB-V1 MDR tox: kills drug-selected multidrug resistant KB-V1 cells; Potency, µM (top dose mostly 46.1 µM), for the others: top-dose activity change, negative = cytotoxicity, hits mostly cytotoxic; KB-V1 MDR cells viability, CellTiter-Glo, 72 h; AID 1347076; 400,000 tested, 3.4% active; further: potency means the concentration at half of the fitted maximal effect; on the % scale 0 is the no-effect control and ±100 the full control effect; nearly all actives have a fitted effect of over 60% in size
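KB-V1 cells (P-gp-expressing MDR subline of KB-3-1) in phenol-red-free DMEM with 10% FBS were exposed to library compounds over a concentration series for 72 h at 37 degrees C. Viability read by CellTiter-Glo luminescence; concentration-effect curves fitted after normalization.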
GLP1R ag: GLP-1 receptor (human) agonism | HEK293 GLP-1R CRE-luciferase, luminescence, 4-6 h; cells express a hypersensitive GLP-1R form | Potency, µM (highest dose often 45.6 µM), inactives show at the top dose activation, actives largely listed as activators | 380,000 tested, 0.007% active | AID 624172; further: potency means the concentration at half of the fitted maximal effect; % of control where 0% means no effect
Target sequence (P43220 whole entry, looked up): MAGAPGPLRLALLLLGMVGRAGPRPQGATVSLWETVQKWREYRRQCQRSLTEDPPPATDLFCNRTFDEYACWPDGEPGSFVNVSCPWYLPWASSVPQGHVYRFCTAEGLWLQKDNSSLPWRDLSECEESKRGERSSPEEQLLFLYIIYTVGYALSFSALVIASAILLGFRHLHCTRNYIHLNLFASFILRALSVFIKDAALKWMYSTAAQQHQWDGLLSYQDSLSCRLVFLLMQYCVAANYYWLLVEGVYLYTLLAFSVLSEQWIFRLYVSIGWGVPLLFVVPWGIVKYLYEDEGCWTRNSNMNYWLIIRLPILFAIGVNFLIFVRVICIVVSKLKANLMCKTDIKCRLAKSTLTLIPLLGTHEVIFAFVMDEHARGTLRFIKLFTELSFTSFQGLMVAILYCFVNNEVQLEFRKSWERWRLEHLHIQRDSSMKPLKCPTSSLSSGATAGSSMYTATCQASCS
PTHR1 agonist: PTHR1 (human) receptor agonism; Q03431; HEK293 GP2 PTHR1 cells, GloSensor cAMP luminescence, 1 h; Potency, µM (series often up to 115 µM), for the others: at the top dose activation, hits mostly activators; 410,000 tested, 0.075% active; AID 743266; further: potency means the concentration at half of the fitted maximal effect; nearly all actives have a fitted effect of over 55% in size; some results filed as inactive show a strong effect at the top dose; inactives centre near -15; many of its hits are not listed in these tables
Target sequence (Q03431 whole entry, looked up): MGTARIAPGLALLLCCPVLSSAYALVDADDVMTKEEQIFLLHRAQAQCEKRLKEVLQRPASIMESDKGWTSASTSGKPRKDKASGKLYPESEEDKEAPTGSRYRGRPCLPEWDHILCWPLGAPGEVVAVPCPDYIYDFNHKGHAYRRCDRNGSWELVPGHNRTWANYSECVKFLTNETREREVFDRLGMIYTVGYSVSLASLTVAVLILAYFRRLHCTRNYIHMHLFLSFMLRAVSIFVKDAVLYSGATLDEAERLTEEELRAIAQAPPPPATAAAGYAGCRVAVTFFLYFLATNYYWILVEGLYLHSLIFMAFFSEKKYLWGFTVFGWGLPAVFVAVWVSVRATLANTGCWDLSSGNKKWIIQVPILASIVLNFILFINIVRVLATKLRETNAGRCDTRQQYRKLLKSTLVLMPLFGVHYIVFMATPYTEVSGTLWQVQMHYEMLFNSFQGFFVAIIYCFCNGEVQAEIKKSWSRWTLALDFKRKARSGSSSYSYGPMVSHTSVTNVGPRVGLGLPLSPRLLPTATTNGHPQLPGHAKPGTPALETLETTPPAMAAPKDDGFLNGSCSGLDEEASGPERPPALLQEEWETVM
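HEK-293-derived GP2 cells expressing PTHR1 and a GloSensor cAMP reporter, 3,000/well, plated overnight, given luciferin plus IBMX (each 0.5 mM as added) for 1 h at 37 °C, then compound for 1 h at 37 °C. Luminescence was read after 15 min at room temperature.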
D3 antag: antagonists of human D3 dopamine receptor; P35462; D3R cells, DiscoveRx beta-arrestin luminescence, antagonist mode; hits give low values; max response, negative = inhibition, %; 360,000 tested, 2.5% active; AID 652054; in the data active means max response below about -50%; inconclusive means no clear call, values can overlap the other calls; further: on the % scale 0 is the no-effect control and ±100 the full control effect; mostly tested at two doses, the higher about 12 µM
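Cells expressing the human receptor were seeded at 1500 cells/well, incubated overnight at 37 degrees C in 5% CO2, then exposed to library compounds with dopamine controls for 90 minutes at 37 degrees C before luminescent detection.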
TDP-43 yeast inh: inhibitors of TDP-43 toxicity in yeast. 410,000 tested, 1.8% active. TDP-43 expressing yeast growth rescue, BacTiter-Glo, 24 h. Potency, µM (doses to about 46.1 µM), without a hit: at the top dose growth rescue (activation), actives largely listed as activators. AID 652104; further: potency means the concentration at half of the fitted maximal effect; % of control where 0% means no effect; nearly all actives have a fitted effect of over 50% in size
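Growth rescue of TDP-43-toxic yeast measured as ATP luminescence (BacTiter-Glo). Cells grown to mid-log in raffinose, induced in galactose at OD600=0.02, exposed to compound 24 hr at 30 deg C.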
aSyn rescue: rescues yeast growth from alpha-synuclein toxicity. Potency, µM (top dose mostly 46.1 µM), for the others: at the highest dose growth rescue (activation), actives largely listed as activators. 370,000 tested, 0.14% active. Yeast expressing alpha-synuclein, growth rescue, BacTiter-Glo, 24 h; further: potency means the concentration at half of the fitted maximal effect; % of control where 0% means no effect; nearly all actives have a fitted effect of over 65% in size
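Readout is rescue of growth in alpha-synuclein-expressing yeast, so inhibitors of toxicity appear as activators. Growth after 24 hr at 30 deg C in galactose medium is quantified by luminescence.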
GLP1R cytotox: cytotoxicity in counter-screen for GLP-1R inverse agonists. 410,000 tested, 0.13% active. Potency, µM (series often up to 38.3 µM), for inactives: top-dose activity change, negative = inhibition, actives largely listed as inhibitors. HEK293 cAMP-luciferase reporter cells, luminescence, 24 h;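 further: loss of luciferase light is scored as toxicity; potency means the concentration at half of the fitted maximal effect; on the % scale 0 is the no-effect control and ±100 the full control effect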
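Step one: seed cells (200 cells/uL, DMEM with 10% Nu serum, 1% pen-strep). Step two: 12-hour incubation at 37 deg C. Step three: pin 23 nL compound, incubate 24 hr. Step four: add luciferase reagent, read luminescence 12 min later.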
GLP1R inv ag: acts as inverse agonist at human GLP-1 receptor. P43220. HEK293 GLP-1R CRE-luciferase, luminescence, 24 h; GLP-1R form is constitutively active. Potency, µM (highest dose often 38.3 µM), for inactives: top-dose activity change, negative = inhibition, usual class: inhibitors. 410,000 tested, 1.6% active. AID 624417; further: potency means the concentration at half of the fitted maximal effect; on the % scale 0 is the no-effect control and ±100 the full control effect; nearly all actives have a fitted effect of over 55% in size
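GLP-1R inverse agonism mode: basal reporter luminescence in engineered HEK293 cells measured after one day of compound exposure at 37 deg C, with a 12 min room-temperature detection step.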
DRD3 agonist: D3 dopamine receptor (human) agonism; P35462; D3R DiscoveRx beta-arrestin cells, luminescence, 90 min; max activation, %; AID 652048; 410,000 tested, 0.58% active; in the data active means max activation above about 30%; further: 0% is about no effect; mostly tested at two doses, the higher about 12 µM
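Agonist-mode cell screen: cells plated at 1500/well and incubated overnight at 37 °C, then exposed to library compounds for 90 min at 37 °C. Detection reagent was added for 30–60 min at room temperature, and luminescence was read.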
An asterisk follows results filed as active; i = inactive; ? = inconclusive; . = not tested or not shown; [ ] = another dose, or the depositor's remark. Unless noted, the call rests on the fitted dose curve; in most records, active means well fitted curve in the direction sought with a large enough effect; inconclusive means small, poorly fitted or top-dose-only effect, or another doubt; inactive means no such curve, though single readings can be large; an effect the other way counts as inactive or inconclusive.

SMILES	KB-V1 MDR tox	GLP1R ag	PTHR1 agonist	D3 antag	TDP-43 yeast inh	aSyn rescue	GLP1R cytotox	GLP1R inv ag	DRD3 agonist
CCOc1ccc(S(=O)(=O)N(CC(=O)NCCSc2ccc(C)cc2)c2ccccc2)cc1	0%	-2%	i	.	11%	.	3%	6%	-2
CC(C)(C)c1ccc(-c2nc3cc(NC(=O)c4cccc(Br)c4)ccc3o2)cc1	?	.	i	.	1%	.	6%	0%	-11
CCc1nc2ccc(C(=O)NCc3cccs3)cn2c1N(C)Cc1nccs1	-19%	14%	-10%	-21	4%	1%	-19%	6%	-7
CC1=NOC(=O)/C1=C\c1ccc(-c2ccc(Br)cc2)o1	-9%	-5%	-40%[inhibitor]	-6	?	-5%	?	?	3
COc1ccc(CC(=O)NCc2ccc3c(c2)cc(C)n3C)cc1OC	-15%	-5%	-2%	9	0%	9%	-8%	26%	-2
CCc1nc(NCCCN2CCOCC2)c2oc3ccccc3c2n1	-1%	14%	-25%[57.5 µM]	-23	-10%	-10%	-14%	9%	-6
Cc1ccc(NC(=O)C2CCN(C(=O)c3ccco3)CC2)cc1	-18%	-1%	i	5	15%	-8%	-2%	1%	3
CCCCN(CC)C(=O)CSc1nc2ccccc2c(=O)n1CC1COc2ccccc2O1 (stereo not given)	?	-10%	-23%	-15	4%	.	1%	-8%	-4
CC(=O)Nc1ccc(S(=O)(=O)N2CCN(C(=O)Cc3ccccc3)CC2)cc1	17%	3%	i	-21	-2%	1%	4%	14%	6
COc1ccc(C2=NS(=O)(=O)N(C)C(C(=O)N3CCCCC3)=C2)cc1OC	-26%	-2%	-10%	23	19%	-11%	3%	27%	0
CCOc1ccc(-c2c(C)n([O-])c3c([n+]2=O)CCCCC3)cc1	-29%	-2%	-12%	15	-4%	1%	-2%	-15%	-5
NC(=O)C1CC=CCC1C(=O)OCC(Cl)=C(Cl)Cl (stereo not given)	2%	-6%	i	15	19%	-9%	-9%	0%	20
COc1ccc(NS(=O)(=O)c2ccc3oc(=S)[nH]c3c2)cc1	-5%	-1%	-40%[inhibitor]	-10	-7%	-6%	-1%	3%	-11
C=CCNC(=O)C(=O)NCCCN1CCOCC1	0%	-3%	-16%	-6	10%	-1%	-28%	13%	8
CC(=O)NC(CCS(C)(=O)=O)C(=O)Nc1ccccc1C (stereo not given)	1%	-8%	-10%[57.5 µM]	3	-12%	-4%	-4%	9%	1
COc1ccc(CNc2nc3c(-c4ccc(C)cc4)nnn3c3ccccc23)cc1	?	0%	i	.	22%	.	2%	9%	3
O=C(NC1CCN(C(=O)c2ccccc2Br)CC1)c1ccccc1	-2%	7%	i	1	-11%	2%	-3%	24%	-9
C=CCn1c(SC2CCOC2=O)nc2scc(C3CC3)c2c1=O (stereo not given)	17%	1%	-14%[57.5 µM]	-3	?	3%	-13%	10%	-1
O=C(Cn1cnc2c(nnn2-c2ccccc2)c1=O)N1CCC(Cc2ccccc2)CC1	-12%	-5%	-24%	-67*	15%	2%	2%	12%	-10
O=C(NCc1cccnc1)c1ccccc1NS(=O)(=O)c1ccc(F)cc1F	4%	0%	-21%	22	6%	-8%	-2%	-25%	3

Next section; it opens with the 3 that closed the last part.
SMILES	KB-V1 MDR tox	GLP1R ag	PTHR1 agonist	D3 antag	TDP-43 yeast inh	aSyn rescue	GLP1R cytotox	GLP1R inv ag	DRD3 agonist
C=CCn1c(SC2CCOC2=O)nc2scc(C3CC3)c2c1=O (stereo not given)	17%	1%	-14%[57.5 µM]	-3	?	3%	-13%	10%	-1
O=C(Cn1cnc2c(nnn2-c2ccccc2)c1=O)N1CCC(Cc2ccccc2)CC1	-12%	-5%	-24%	-67*	15%	2%	2%	12%	-10
O=C(NCc1cccnc1)c1ccccc1NS(=O)(=O)c1ccc(F)cc1F	4%	0%	-21%	22	6%	-8%	-2%	-25%	3
Cc1ccc(S(=O)(=O)N(C)c2ccc(OCC(=O)Nc3nc4c(ccc5ccccc54)s3)cc2)cc1	4.1µM*	-1%	-13%	4	1%	-3%	1%	8%	-8
CCCS(=O)(=O)NCCc1cc2ccc(C)cc2[nH]c1=O	6%	2%	-1%[57.5 µM]	4	-7%	-9%	3%	6%	13
Cc1nc2c(OCC(=O)C(C)(C)C)cccn2c1N(C)Cc1cccs1	-14%	20%	-22%	?	28%	-2%	-15%	?	-3
CCOc1ccc(-c2nnc(SCC(=O)NC(C)(C)C)nc2-c2ccc(OCC)c(OC)c2)cc1OC	0%	16%	i	-1	-9%	-2%	-8%	4%	1
CCN(C[C@H]1N[C@@](C)(C(=O)OC)[C@H]2C(=O)N(C)C(=O)[C@@H]12)S(=O)(=O)c1ccccc1	0%	-3%	-12%	0	-7%	-4%	9%	13%	3
Cc1c(Cl)cccc1NC(=O)CCS(=O)(=O)c1ccc(Br)s1	8%	.	i	.	12%	.	-1%	12%	-5
O=C(CSc1nc2c(c(=O)[nH]1)CN(Cc1ccc3c(c1)OCO3)CC2)Nc1ccc(F)cc1	?	.	-7%	.	-20%	.	7%	-14%	-9
CCOc1cc(/C=C2\NC(=O)NC2=O)ccc1OC(C)C(=O)O (stereo not given)	14%	-5%	7%	2	-14%	-5%	-2%	25%	1
Cc1nnc(SCC(=O)NC(=O)NC(C)C)s1	21%	9%	-3%	-5	-7%	6%	5%	-6%	-6
O=S(=O)(Cc1ccco1)Cc1nc(-c2ccc(Cl)cc2)cs1	-14%	15%	-21%	-10	0%	13%	13%	?	-2
COc1ccc(CNC(=O)c2cnn3c(C(F)F)cc(C)nc23)cc1	-17%	?	i	11	12%	-3%	-7%	98%[activator]	0
CCCC(=O)C1=C(O)C(C(=O)OC)C(C)(C)CC1=N (stereo not given)	26%	-6%	i	1	-8%	6%	-25%	-15%	8
Cc1ccc(-c2nnc(-c3cc(C)on3)o2)cc1	-9%	1%	-19%	?	11%	-5%	6%	2%	-1
COc1cccc(OC(=O)c2cc3ccccc3oc2=O)c1	0%	5%	i	-2	16%	2%	18%	0%	-6
O=C(COC(=O)CNC(=O)c1ccccc1)NC12CC3CC(CC(C3)C1)C2	11%	-6%	i	-13	2%	6%	-5%	6%	-4
Cc1ccc(C)c(N2CCN(c3ncnc4c3nc3n4CCCCC3)CC2)c1	-11%	-3%	-13%	.	15%	.	4%	19%	4
Cc1cc(-c2nc(C)c(C(=O)NNC(=O)NC(C)C)s2)no1	15%	-1%	i	-9	13%	4%	3%	-23%	-16
O=C(NCc1ccc(F)cc1)C1CCN(C(=O)Nc2ccc(F)cc2)CC1	?	1%	-10%	6	4%	7%	-23%	?	-3
COc1ccccc1Nc1nc(-c2cccc([N+](=O)[O-])c2)nc2ccccc12	0%	6%	3%[57.5 µM]	10	5%	10%	18%	6%	-3
Cn1cnc(S(=O)(=O)N2CCN(C(c3ccc(F)cc3)c3ccc(F)cc3)CC2)c1	0%	4%	i	1	-1%	8%	-13%	?	2
CCN1CCN(Cc2nc3cc(NC(=O)c4cccc([N+](=O)[O-])c4)ccc3n2CC)CC1	?	.	i	.	14%	.	0%	7%	-6
Cc1ccc(S(=O)(=O)N(Cc2ccccc2)c2ccccc2C(=O)N2CCCCC2)cc1	?	8%	i	10	-12%	-1%	?	8.9µM*	-2
CC(C)CCN(C(=O)c1csnn1)C(C(=O)NC1CCCCC1)c1ccc(F)cc1 (stereo not given)	?	38%	-3%	-16	0%	0%	-4%	10µM*	-9
Cc1ccc(NC(=S)NCc2ccc(Cl)cc2)c(C)c1	0%	-4%	-33%[inhibitor]	-4	16%	14%	?	?	19
COCCN(C(=S)Nc1ccc(OC)cc1)C1CCN(C(C)=O)CC1	-18%	-14%	i	23	11%	4%	-16%	2%	2
CCCn1c(=N)c(S(=O)(=O)c2ccc(F)cc2)cc2c(=O)n3ccccc3nc21	-1%	9%	-46%[inhibitor]	-15	-9%	-6%	7%	23%	-3
N#CC12CCCCC1CC1CCCCC1(C#N)N2Cc1cccnc1 (stereo not given)	-3%	-2%	-21%	-14	9%	-16%	1%	8%	-3
O=C(C1=C(O)C(=O)N(CCN2CCOCC2)C1c1ccc([N+](=O)[O-])cc1)c1cccs1 (stereo not given)	0%	-1%	i	-4	-15%	1%	-7%	0%	-10
COc1ccc(/C(=C/c2ccc(OC(F)F)c(OC)c2)C(=O)O)cc1OC	17%	-1%	i	9	5%	4%	-4%	17%	2
Cc1ccc(Oc2ccc(OCC(=O)NC3CCS(=O)(=O)C3)cc2)cc1 (stereo not given)	?	10%	-28%	3	-7%	5%	-2%	?	-4
O=C(Cn1ncn2c(cc3ccccc32)c1=O)NCCC1=CCCCC1	0%	3%	?	-26	0%	0%	3%	-8%	-17
CCc1ccc(-n2nc(CO)c(C(=O)NCc3cccs3)n2)cc1	.	.	i	.	19%	.	0%	?	5
COc1cccc(N=Nc2c(=O)[nH]n3c(C)cc(C)nc23)c1	?	-8%	i	-6	-3%	1%	?	18%	10
N#CC1=C(N)Oc2cc(N)ccc2C1c1cccnc1 (stereo not given)	-27%	2%	-4%	-11	19%	-8%	-8%	5%	4
COc1ccc(Cl)cc1/C=N/NC(=O)c1c(-c2ccccc2)noc1C	24%	1%	-2%	-2	18%	4%	-1%	?	1
O=C(NCCN1CCOCC1)C1CCN(S(=O)(=O)N2CCCCC2)CC1	5%	8%	i	7	-13%	3%	11%	1%	11
COc1ccc(S(=O)(=O)N2CCOCC2)cc1NC(=O)c1ccc(OC(F)F)cc1	0%	20%	i	11	-2%	6%	-11%	3%	-5

An excerpt; the hit share may differ from the screen's.
